RNase H inhibition = RNase H inhibition, HIV 1 Gag Pol polyprotein, FRET biochemical assay, screening (AID 372); one-dose inhibition, % at 10 µM; IC50 in µM for titrated hits; 100,000 tested, 0.77% active; HIV-1 RT RNase H, FRET RNA/DNA substrate fluorescence; higher % means a stronger effect; in the data active = inhibition above about 50%
The depositor's hits bear a star; & = joins results of further samples. This is a subset (hit frequency here may not be typical).

canonical_smiles | RNase H inhibition
CCOC(=O)C(C)(C)ON1CC1(C(F)(F)F)C(F)(F)F (stereo not drawn) | 5%
CCc1ccc(CN2CCN(CC)CC2)cc1 | 0%
C1CCC2CNCCN2CC1 (stereo not drawn) | 10%
N#CC1=C(N)Oc2c(c(=O)oc3ccccc23)C1c1ccc2ccccc2c1 (stereo not drawn) | 22%
O=[N+]([O-])c1ccc(N2CCN(Cc3ccc(Br)cc3)CC2)cc1 | 8%
CCCCCn1c(=O)c(C(=O)Nc2cc(C)ccn2)c(O)c2ccccc21 | 40%
COc1ccc(CCNCc2ccc([N+](=O)[O-])cc2)cc1OC | 0%
COc1ccc(/C=C2/C(=O)N(c3ccccc3)C(=S)N(c3ccccc3OC)C2=O)c(OC)c1 | 5%
CCN1CCN(Cc2cc(OC)c(OC)cc2[N+](=O)[O-])CC1 | 0%
Cc1cc(OCc2ccc(Cl)cc2)c2c3c(c(=O)oc2c1)CCC3 | 3%
CC1OP(=S)(C(Nc2ccccc2)c2ccccc2)OC1C (stereo not drawn) | 2%
CC(C)(CO)N1CC1C(=O)O (stereo not drawn) | 6%
Cc1cccc(-n2c(/C=C\c3ccc(Br)cc3)nc3ccccc3c2=O)c1 | 14%
COC(=O)c1cccc(-c2ccc(C=C3C(=O)NC(=S)NC3=O)o2)c1 | 27%
CCOc1ccccc1CN(CCc1ccc2c(c1)OCO2)Cc1ccccc1OC | 2%
O=C(CN1CCOCC1)c1ccc(Br)cc1 | 7%
NC(=O)c1cc([N+](=O)[O-])ccc1N1CCNCC1 | 9%
COc1ccc(Cl)cc1N=Cc1c(O)n(C)c(=O)n(C)c1=O | 8%
CC(C)N1CCN(Cc2cccc(Br)c2)CC1 | 0%
CCCCCCc1cc(O)c2c3c(c(=O)oc2c1)CCC(C)C3 (stereo not drawn) | 0%
CC12CN3CC(C)(CN(C1)C31CCCC1)C2O (stereo not drawn) | 0%
CN=C(C)c1c(O)n(C)c(=S)n(C)c1=O | 0%
Cc1cc(C)cc(N2C(=O)/C(=C/c3ccc(OC(C)C(=O)O)cc3)C(=O)NC2=S)c1 (stereo not drawn) | 9%
CN1CCN(Cc2c(F)cccc2Cl)CC1 | 0%
O=C(CN1CCOCC1)NCC(=O)Nc1ccc(Br)cc1C(=O)c1ccccc1 | 0%
CC(C)N1CCN(Cc2ccccc2Cl)CC1 | 15%
COc1ccccc1-n1c(/C=C/c2ccc(O)cc2)nc2ccccc2c1=O | 8%
O=C(NC(O)C(Cl)(Cl)Cl)C1CC=CCC1 (stereo not drawn) | 13%
Cc1cc(C)nc(NS(=O)(=O)c2ccc(N=Cc3c(O)n(C)c(=O)n(C)c3=O)cc2)n1 | 15%
CCOc1cc(C=C2C(=O)NC(=O)NC2=O)ccc1OCC(=O)O | 11%
O=C1CC(=O)N(c2ccc(F)cc2)C(=S)N1 | 16%
COc1cc(/C=C2/C(=O)NC(=O)N(c3ccc(C)cc3)C2=O)cc(OC)c1OC | 13%
Cc1ccc(N2C(=O)CC(=O)N(C)C2=S)cc1 | 7%
COc1ccc(CNCCc2cccc(Cl)c2)cc1OC | 0%
CCOC(=O)c1c(C)n(CC(O)CN2CCOCC2)c2cc(Br)c(OC)cc12 (stereo not drawn) | 13%
Cc1ccc(C)c(CN2CCN(c3ccccc3F)CC2)c1 | 2%
COc1ccc(CN2CCN(C)CC2)cc1Br | 0%
Cc1ccc(-c2nc3ccccc3c(=O)n2-c2cccc(C)n2)cc1 | 11%
COc1cccc(CN2CCN(c3cccc(Cl)c3)CC2)c1 | 7%
CCC12CN3CCN(CC(C3)C1NC(C)=O)C2 (stereo not drawn) | 9%
Brc1ccc(CN2CCNCC2)cc1 | 3%
CCC(=O)Nc1ccc(Cl)c(Cl)c1 | 0%
O=C1C=CC(=O)C(c2cc(Cl)ccc2Cl)=C1 | 2.1µM*
CCCCn1c(=O)c(C(=O)Nc2ccc(I)cc2)c(O)c2ccccc21 | 0%
O=C(c1ccccc1)c1cc(Cl)ccc1NC(=O)c1nc[nH]c1C(=O)N1CCCCC1 | 11%
N#CC1=C(N)Oc2c(c(=O)oc3ccccc23)C1c1cccc([N+](=O)[O-])c1 (stereo not drawn) | 11%
COc1ccc(OC)c(CN2CCN(c3ccccc3)CC2)c1 | 9%
COc1cccc(-n2c(/C=C/c3ccco3)nc3ccccc3c2=O)c1 | 15%
Cc1cccc(-n2c(-c3ccccc3F)nc3ccccc3c2=O)c1 | 9%
CN1CC2([N+](=O)[O-])CC=C(Cl)C([N+](=O)[O-])(C1)C2 (stereo not drawn) | 0%

Additional entries
canonical_smiles | RNase H inhibition
CCN1CCN(Cc2cccc3ccccc23)CC1 | 1%
CN1C(=O)C(=Cc2cc(Br)ccc2OCc2ccc(Cl)cc2Cl)C(=O)N(C)C1=O | 26%
COc1cc(OC)c(/C=C2\C(=O)NC(=O)N(C)C2=O)c(OC)c1 | 0%
COc1cc(C=C2C(=O)NC(=S)NC2=O)ccc1OCc1ccccc1Cl | 22%
COc1ccc(N2C(=O)/C(=C/c3ccc(OCC(=O)O)c(Cl)c3)C(=O)NC2=S)cc1 | 0%
CCn1cc(C=C2C(=O)NC(=O)NC2=O)c2ccccc21 | 13%
Cn1cc(/C=C2\C(=O)NC(=O)N(Cc3ccccc3)C2=O)c2ccccc21 | 25%
O=C(CNS(=O)(=O)c1ccccc1)Nc1ccc(Br)cc1C(=O)c1ccccc1 | 7%
CCN1CCC2(CC1)CC(C)c1cccc(C)c1N2 (stereo not drawn) | 18%
COc1cc(OC)c(OC)cc1CN1CCN(C(=O)COc2ccccc2)CC1 | 0%
CCN(CC)CCNc1ccc([N+](=O)[O-])c2cccnc12 | 12%
Cc1cccnc1-n1c(-c2ccc(Cl)cc2Cl)nc2ccccc2c1=O | 0%
CCC(C)N1CCN(Cc2ccccc2Br)CC1 (stereo not drawn) | 0%
Cc1ccc(CN2CCN(C(=O)Cc3ccccc3)CC2)cc1 | 9%
Cc1ccc(N2C(=O)NC(=O)/C(=C\C=C\c3ccco3)C2=O)cc1C | 3%
CCOc1ccc(Br)cc1C=C1C(=O)NC(=S)NC1=O | 17%
O=C(Cn1c[n+]([N-][N+](=O)[O-])cn1)Nc1ncc(Br)cc1Br | 1%
CCCC1COC(Cn2cncn2)(c2ccc(Cl)cc2Cl)O1 (stereo not drawn) | 7%
CCOc1ccccc1N1CCN(Cc2ccccc2Br)CC1 | 6%
O=C(Nc1ccc(Cl)cc1C(=O)c1ccccc1Cl)c1ccco1 | 10%
N/C(=N\[N+](=O)[O-])N/N=C\c1ccc(-c2cccc([N+](=O)[O-])c2)o1 | 0%
COc1cc(C=C2C(=O)N(C)C(=O)N(C)C2=O)cc(OC)c1O | 23%
CC1(C)CC2=[N+]([O-])CN(O)C2C(C)(C)N1O (stereo not drawn) | 9%
CC12CCC(CC1=O)C(C)(C)N2 (stereo not drawn) | 9%
N#CC(C#N)=Cc1c[nH]c2ccccc12 | 26%
O=[N+]([O-])c1cc(F)c(N2CCCCC2)cc1Br | 14%
Cc1ccc(C)c(CN2CCN(c3cccc(Cl)c3)CC2)c1 | 6%
COc1ccc2ccccc2c1/C=C1/C(=O)NC(=S)N(c2ccccc2)C1=O | 12%
O=c1c2ccccc2nc(/C=C/c2ccccc2[N+](=O)[O-])n1-c1ccccc1O | 10%
NS(=O)(=O)c1ccc(N=Cc2c(O)n(C3CCCCC3)c(=O)n(C3CCCCC3)c2=O)cc1 | 14%
Cc1cccc(N2C(=O)NC(=O)/C(=C/c3ccc(-c4ccc(C(=O)O)c(Cl)c4)o3)C2=O)c1 | 4%
COc1cc(C(c2c(C)[nH]n(-c3ccccc3)c2=O)c2c(C)[nH]n(-c3ccccc3)c2=O)cc(OC)c1OC | 8%
CCOc1cc(C=C2C(=O)NC(=O)NC2=O)cc(Cl)c1OCc1ccccc1Cl | 42%
CCN1CCN(Cc2cccc([N+](=O)[O-])c2)CC1 | 0%
O=C1CC(=O)N(c2ccccc2)C(=S)N1 | 0%
COC(=O)C(Cc1ccccc1)N1CC1C(N)=O (stereo not drawn) | 7%
CN(C(=O)C(Cl)(Cl)Cl)c1ccccc1 | 7%
COc1ccc(N2CCN(Cc3ccccc3)CC2)cc1 | 6%
Cc1ccccc1-n1c(=S)[nH]c2ccccc2c1=O | 0%&0%
C=C(C)Cn1c(=O)n(CC2CS2)c2ccccc21 (stereo not drawn) | 13%
N#CC(C#N)=Cc1ccc(Sc2ccccc2)o1 | 39%
N#CCCOCC#CCN1CCCCC1 | 0%
O=[N+]([O-])Nc1ncc(-c2ccc([N+](=O)[O-])cc2)cn1 | 0%
COc1ccccc1-n1c(/C=C/c2cccnc2)nc2ccccc2c1=O | 7%
CCC(C)N1CCN(Cc2ccc(OC)c(OC)c2OC)CC1 (stereo not drawn) | 8%
CCN1CCN(Cc2ccc(OC)c(OC)c2OC)CC1 | 0%
N#CC1=C(N)Oc2c(c(=O)oc3ccccc23)C1c1ccc(Br)cc1 (stereo not drawn) | 11%
Cc1ccc(-c2nc3ccccc3c(=O)n2-c2ccncc2)cc1 | 2%
CCN(CC)C(=O)c1ccc(NC(=O)C(F)(F)F)cc1 | 5%
CCN(CC)c1ccc(/C=C2/C(=O)N(c3ccccc3)C(=S)N(c3cccc4ccccc34)C2=O)cc1 | 14%

(more compounds)
canonical_smiles | RNase H inhibition
O=c1c2ccccc2nc(/C=C/c2cc(Br)ccc2O)n1-c1cccc([N+](=O)[O-])c1 | 8%
CC(=Nc1ccccc1N)c1c(O)n(C)c(=O)[nH]c1=O | 0%
O=C1NC(=S)N(c2ccccc2F)C(=O)C1=Cc1ccco1 | 2.2µM*
CCCCc1nc2ccccc2c(=O)n1-c1ccccc1[N+](=O)[O-] | 10%
O=C1NC(=O)C(=Cc2ccc3c(c2)OCO3)C(=O)N1 | 4%
O=[N+]([O-])c1ccc(Cl)cc1CN1CCN(c2ccc(Cl)cc2)CC1 | 1%
CCOc1ccccc1N1CCN(Cc2ccc(F)c(Br)c2)CC1 | 9%
CN1C(=O)C(=Cc2ccc(Br)cc2)C(=O)N(C)C1=O | 4%
O=C(CN1CCCC1=O)NCc1ccccc1 | 8%
COc1ccc(CN2CCN(c3ccc(C(C)=O)cc3)CC2)cc1 | 0%

Two entries from above in a different format.
Molecule: O=C1NC(=S)N(c2ccccc2F)C(=O)C1=Cc1ccco1
  RNase H inhibition: 2.2µM*
Molecule: CCCCc1nc2ccccc2c(=O)n1-c1ccccc1[N+](=O)[O-]
  RNase H inhibition: 10%

Carrying on:
canonical_smiles | RNase H inhibition
O=C1CN=C(c2cccc(Br)c2)c2cc(Cl)ccc2N1 | 11%
COc1ccc(OCC(=O)N2CCN(C)CC2)cc1 | 0%
O=[N+]([O-])c1ccc(N2CCN(Cc3ccccc3Cl)CC2)cc1 | 15%
N#CC1=C(N)Oc2c(c(=O)oc3ccccc23)C1c1cccc2ccccc12 (stereo not drawn) | 6%
CCC(C)c1ccc(N2C(=O)CC(=O)NC2=S)cc1 (stereo not drawn) | 8%
O=c1c2ccccc2nc(/C=C/c2cc(Br)ccc2O)n1-c1ccc([N+](=O)[O-])cc1 | 0%
CCC(=O)N1N=C2C3CCN(CC3)C2C1c1cccc([N+](=O)[O-])c1 (stereo not drawn) | 0%
COc1ccc(N=Cc2c(O)n(C)c(=O)[nH]c2=O)cc1 | 0%
COc1cc(CN2CCN(c3cccc(Cl)c3)CC2)cc(I)c1O | 19%
O=[N+]([O-])N=C1NC(OCc2ccccc2)C(OCc2ccccc2)N1 (stereo not drawn) | 9%
Cc1cc(OCC(=O)OC(C)(C)C)c2c3c(c(=O)oc2c1)CCC3 | 3%
CN(C)c1ccc(/C=C\c2nc3ccccc3c(=O)n2-c2ccc(O)cc2)cc1 | 20%
COc1ccc(-[n+]2ccc(-c3cc[n+](-c4ccc(OC)cc4)cc3)cc2)cc1 | 8%
O=C(c1ccccc1)c1cc(Cl)ccc1NC(=O)c1nc[nH]c1C(=O)N1CCOCC1 | 1%
CCCCn1c(=O)c(C(=O)Nc2nc3ccc(Br)cc3s2)c(O)c2ccccc21 | 6%
Cc1ccc(N=Cc2c(O)n(C)c(=O)n(C)c2=O)cc1 | 6%
Cc1ccc(NC(=O)c2c(O)c3ccccc3n(CCC(C)C)c2=O)cc1 | 2%
CN1C(=O)NC(=O)/C(=C\c2cccc(Oc3ccccc3)c2)C1=O | 9%
Cc1cccc(N=Cc2c(O)n(-c3ccccc3C)c(=O)[nH]c2=O)c1 | 11%
COc1cc(/C=C/[N+](=O)[O-])cc(Br)c1OC(C)=O | 20%
C[N+](C)=C1C=CC(=CC=C2C=C(C(C)(C)C)OC(C(C)(C)C)=C2)C=C1 | 14%
FC(F)(F)c1ccc(CN2CCN(c3cccc(Cl)c3)CC2)cc1 | 12%
CCCSP(=S)(Oc1ccc(SC)cc1)Oc1ccc(Cl)cc1C(=O)OCC (stereo not drawn) | 11%
CCOc1ccc(N2C(=O)NC(=O)/C(=C\c3ccc(C)o3)C2=O)cc1 | 14%
N#CC1=C(N)Oc2c(c(=O)oc3ccccc23)C1c1cc(Br)cs1 (stereo not drawn) | 1%
Cc1cc(OC(C)C)c2c3c(c(=O)oc2c1)CCC3 | 6%
Cc1nc2ccccc2c(=O)n1-c1ccncc1 | 4%
CCN1CC2([N+](=O)[O-])CC=C(Br)C([N+](=O)[O-])(C1)C2 (stereo not drawn) | 0%
Cc1ccc(CN2CCN(c3ccccc3F)CC2)cc1 | 13%
COc1ccc(CN2CCN(Cc3cccc(C)c3)CC2)cc1Br | 10%
O=c1c2ccccc2nc(/C=C/c2ccccc2[N+](=O)[O-])n1-c1cccc(O)c1 | 11%

Quoted from the listing.
`COc1ccc2ccccc2c1/C=C1/C(=O)NC(=S)N(c2ccccc2)C1=O` in RNase H inhibition is entered as 12%
`CCOC(=O)c1c(C)n(CC(O)CN2CCOCC2)c2cc(Br)c(OC)cc12` (stereo not drawn) in RNase H inhibition is entered as 13%
`COc1ccc(N=Cc2c(O)n(C)c(=O)[nH]c2=O)cc1` in RNase H inhibition is entered as 0%
`Cc1cc(OCc2ccc(Cl)cc2)c2c3c(c(=O)oc2c1)CCC3` in RNase H inhibition is entered as 3%

Source: PubChem
